Screens deposited in PubChem BioAssay by Broad Institute.
EZH2 inh: EZH2/PRC2 methyltransferase inhibitors, primary screen, biochemical, DELFIA time-resolved fluorescence, single point | PRC2 H3K27 methylation, DELFIA TRF, 1 h | inhibition, % at 12.5 µM | 57,000 compounds, 0.35% hits | AID 651548, 2012;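 active = mean inhibition of replicates at least 50% and every single replicate also reaching 50%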;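 note: dimethyl H3K27 on biotinylated H3 21-44 peptide detected by antibody; plate controls were median neutral control wells for no effect and median positive control wells for full effect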
IDH1 R132H inh: inhibitors of IDH1 R132H reductase, primary screen, biochemical, plate reader, single point | Isocitrate dehydrogenase [NADP] cytoplasmic (Homo sapiens), O75874 | diaphorase/resazurin fluorescence, 60 min | inhibition, % at 10 µM | 70,000 compounds, 0.18% hits | AID 624101, 2012; in the data active = inhibition above about 34%;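 note: 0% = DMSO and 100% = no enzyme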
Target sequence (O75874 whole entry R132H): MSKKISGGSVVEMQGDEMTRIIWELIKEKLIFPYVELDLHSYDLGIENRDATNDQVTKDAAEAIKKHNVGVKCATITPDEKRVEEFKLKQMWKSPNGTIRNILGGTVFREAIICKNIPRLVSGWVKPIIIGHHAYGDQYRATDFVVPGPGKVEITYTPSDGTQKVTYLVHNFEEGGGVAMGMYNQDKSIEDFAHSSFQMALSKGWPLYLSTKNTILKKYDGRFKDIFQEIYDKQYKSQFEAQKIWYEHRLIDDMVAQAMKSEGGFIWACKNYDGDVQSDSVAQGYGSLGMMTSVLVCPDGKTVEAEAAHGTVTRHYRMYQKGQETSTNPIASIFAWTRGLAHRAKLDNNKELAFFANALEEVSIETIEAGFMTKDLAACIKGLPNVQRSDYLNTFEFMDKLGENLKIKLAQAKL
Numbers without * were called inactive; . = not tested or not shown. This is a subset. The share of hits here may be higher or lower than overall.

molecule	EZH2 inh	IDH1 R132H inh
C[C@H]1CN([C@@H](C)CO)C(=O)c2cccc(NS(=O)(=O)c3ccccc3)c2O[C@@H]1CN(C)S(=O)(=O)c1ccc(F)cc1	.	9.4
O=C(CSCc1ccccc1Cl)Nc1c[nH]c(=O)[nH]c1=O	4.3	-0.1
Cc1noc(C)c1NC(=O)Nc1ccc2c(c1)C(=O)N([C@@H](C)CO)C[C@@H](C)[C@@H](CN(C)C(=O)Nc1c(C)noc1C)O2	.	-3.6
C[C@@H]1CCCCO[C@@H](CN(C)C(=O)C2CCCCC2)[C@H](C)CN([C@H](C)CO)C(=O)c2cc(NS(=O)(=O)c3ccccc3)ccc2O1	.	1.5
CC(C)Nc1nc(Oc2ccc(=O)[nH]n2)nc(N(C)C)n1	0.9	0.0
CCOC(=O)c1ccccc1NC(=O)CSc1nc2ccccc2[nH]1	1.4	0.3
COc1cccc(S(=O)(=O)Nc2ccc3c(c2)C(=O)N(C)C[C@H](OC)[C@H](C)CN(C(=O)Cc2cccnc2)[C@@H](C)CO3)c1	3.4	0.1
C[C@H]1CN([C@@H](C)CO)C(=O)Cc2cc(N(C)C)ccc2O[C@H]1CN(C)C(=O)Nc1ccc(F)cc1	.	-1.3
O=C(C[C@@H]1C=C[C@@H](NC(=O)c2ccc3c(c2)OCO3)[C@@H](CO)O1)NCc1ccc(Cl)cc1	12.3	0.2
Cc1cc(C)n2c(Nc3cccc(C(F)(F)F)c3)c(-c3ccc(O)cc3)nc2n1	-16.2	18.7
COc1ccc(S(=O)(=O)N(C)C[C@@H]2Oc3ccc(N(C)C)cc3C(=O)N([C@H](C)CO)C[C@@H]2C)cc1	-9.8	-0.4
CO[C@@H]1CN(C)C(=O)c2cc(NC(=O)c3cc(C)on3)ccc2OC[C@@H](C)N(S(=O)(=O)c2cccc(F)c2)C[C@H]1C	-4.0	0.0
C[C@@H]1CN([C@@H](C)CO)C(=O)c2cccc(NC(=O)C3CC3)c2O[C@H]1CN(C)Cc1ccccc1	.	-0.8
COc1ccc(NC(=O)Nc2ccc3c(c2)C(=O)N([C@H](C)CO)C[C@@H](C)[C@H](CN(C)C(=O)Nc2ccc(F)cc2)O3)cc1	-7.4	.
C[C@@H]1CN([C@H](C)CO)C(=O)Cc2cc(NC(=O)CCC(F)(F)F)ccc2O[C@@H]1CN(C)C(=O)Nc1cccc2ccccc12	2.0	-2.5
O=C(NCc1ccccn1)C1CC(c2cccc(Br)c2)=NO1 (stereo not given)	-5.7	0.0
C[C@@H]1CN([C@H](C)CO)S(=O)(=O)c2ccc(C3=CCCCC3)cc2O[C@H]1CN(C)C(=O)C1CC1	-11.0	.
C[C@@H]1CN([C@@H](C)CO)C(=O)Cc2cc(NS(C)(=O)=O)ccc2O[C@H]1CN(C)Cc1ccc(C(F)(F)F)cc1	-11.4	-0.2
C[C@@H]1CN([C@H](C)CO)C(=O)Cc2cc(NS(=O)(=O)c3cccs3)ccc2O[C@@H]1CN(C)S(=O)(=O)c1ccc(Cl)cc1	.	-2.4
C[C@@H]1CN([C@@H](C)CO)C(=O)c2cc(C#Cc3ccc(F)cc3)cnc2O[C@H]1CN(C)C(=O)Nc1ccc(F)cc1	-41.4	0.0
C[C@@H]1CCCCO[C@@H](CN(C)S(=O)(=O)c2ccc(F)cc2)[C@H](C)CN([C@H](C)CO)C(=O)c2cc(NC(=O)CCC(F)(F)F)ccc2O1	.	-0.4
C[C@@H]1CN([C@H](C)CO)S(=O)(=O)c2ccc(/C=C/c3ccccc3)cc2O[C@H]1CN(C)C	9.0	-0.2
C[C@H](CO)N1C[C@H](C)[C@H](CN(C)C)OCCCC[C@H](C)Oc2ccc(NC(=O)Nc3cccc4ccccc34)cc2C1=O	-17.3	-19.0
COc1ccc(CC(N)C(=O)N[C@H]2[C@@H](O)[C@H](n3cnc4c(N(C)C)ncnc43)O[C@@H]2CO)cc1 (stereo not given in full)	.	5.0
O=C(C[C@@H]1C[C@@H]2c3cc(NC(=O)Nc4ccccc4)ccc3O[C@@H]2[C@@H](CO)O1)NCC1CC1	8.6	-0.1
N#CCCN(CCC#N)C(=O)c1ccccc1Oc1ccccc1	.	-0.2
CN(C)C(=O)C[C@H]1C=C[C@H](NS(=O)(=O)c2ccccc2)[C@@H](CO)O1	2.4	-0.1
Cc1noc(C)c1NC(=O)NCC[C@@H]1CC[C@@H](NC(=O)c2ccc(F)cc2)[C@@H](CO)O1	-9.3	0.5
C[C@H](CO)N1C[C@H](C)[C@H](CN(C)Cc2ccc(Oc3ccccc3)cc2)Oc2ccc(NC(=O)Cc3ccccc3)cc2CC1=O	.	2.2
Cc1cccc(C)c1NC(=O)CSc1nc(-c2ccccc2)c(-c2ccccc2)[nH]1	.	-0.9
Cc1ccc(-c2ccc3c(c2)O[C@H](CN(C)C(=O)CC2CC2)[C@H](C)CN([C@H](C)CO)S3(=O)=O)cc1	-13.0	-0.7
O=C(O)CCC(=O)Nc1ccc2c(c1)C(=O)NC2=O	-7.1	-0.2
COc1ccc(CN(C)C[C@H]2Oc3ccc(NS(=O)(=O)c4cccs4)cc3CC(=O)N([C@H](C)CO)C[C@H]2C)cc1	.	1.1
O=C(CSc1ccccc1C(=O)O)Nc1ccnc2ccccc12	-1.9	0.0
CNC[C@H]1Oc2cc(C#Cc3cccc(F)c3)ccc2S(=O)(=O)N([C@@H](C)CO)C[C@@H]1C	-15.0	-0.4
COc1ccc(NC(=O)N(C)C[C@H]2Oc3ccc(NS(=O)(=O)c4cn(C)cn4)cc3CC(=O)N([C@H](C)CO)C[C@@H]2C)cc1	.	0.0
C[C@H](CO)N1C[C@H](C)[C@@H](CN(C)Cc2ccccc2)Oc2c(NS(=O)(=O)c3ccccc3)cccc2C1=O	-7.6	9.5
COC(=O)c1ccc(OCC(=O)Nc2ccc(C(C)=O)cc2)cc1	13.4	0.4
Cc1noc(C)c1NC(=O)N(C)C[C@H]1OCc2cn(nn2)CCCC(=O)N([C@H](C)CO)C[C@H]1C	7.6	0.8
COc1cccc(S(=O)(=O)Nc2ccc3c(c2)OC[C@H](C)NC[C@@H](C)[C@@H](OC)CN(C)C3=O)c1	9.7	0.3
CCC(=O)Nc1ccc2c(c1)OC[C@H](C)N(C(=O)CN(C)C)C[C@@H](C)[C@H](OC)CN(C)C2=O	20.7	0.0
COCC(=O)N[C@H]1C=C[C@H](CC(=O)N2CCCCC2)O[C@H]1CO	5.6	0.2
C[C@@H]1CN([C@@H](C)CO)S(=O)(=O)c2ccc(-c3cncnc3)cc2O[C@H]1CN(C)C(=O)c1cccc(F)c1	0.2	-0.6
CNC[C@H]1Oc2cc(C#CCOC)ccc2S(=O)(=O)N([C@H](C)CO)C[C@@H]1C	6.6	-2.4
COCC(=O)Nc1ccc2c(c1)[C@H]1C[C@H](CC(=O)NCCc3ccccc3)O[C@@H](CO)[C@H]1O2	-22.9	-0.6
CCCC#Cc1cnc2c(c1)C(=O)N([C@@H](C)CO)C[C@H](C)[C@@H](CN(C)S(C)(=O)=O)O2	1.3	-1.5
C[C@H](CO)N1C[C@H](C)[C@H](CN(C)C(=O)CCCN(C)C)OCCCC[C@H](C)Oc2ccc(NC(=O)Nc3ccc(C(F)(F)F)cc3)cc2C1=O	.	3.0
CC(C)C#Cc1cnc2c(c1)C(=O)N([C@H](C)CO)C[C@@H](C)[C@@H](CN(C)C(=O)Cc1ccncc1)O2	3.3	1.0
CC(C)C#Cc1cnc2c(c1)C(=O)N([C@@H](C)CO)C[C@H](C)[C@H](CN(C)C(=O)c1ccc3c(c1)OCO3)O2	1.4	0.4
CN(C)C(=O)Oc1nnc(SCC(=O)c2ccc3c(c2)OCCO3)n1C1Cc2ccccc2C1	-8.2	2.2
COc1ccc(NC(=O)CSc2nnc(N)s2)c(OC)c1	-0.2	-0.5
CC(=O)O[C@@H]1C[C@@]23C[C@@]24CC[C@H](O[C@@H]2OC[C@@H](O)[C@H](O)[C@H]2O)C(C)(C)[C@@H]4CC[C@H]3[C@]2(C)C[C@@H]3O[C@]4(C[C@@H](C)[C@@H]3[C@@]12C)O[C@H](O)[C@@]1(C)O[C@@H]41	20.6	0.0
CCC(=O)Nc1ccc2c(c1)C(=O)N(C)C[C@@H](OC)[C@@H](C)CN(Cc1ccccc1F)[C@@H](C)CO2	0.5	0.0
C/C=C/c1ccc2c(c1)O[C@@H](CN(C)Cc1cncnc1)[C@@H](C)CN([C@H](C)CO)S2(=O)=O	10.0	1.4
CO[C@H]1CN(C)C(=O)c2cc(NS(C)(=O)=O)ccc2OC[C@H](C)N(C(=O)C2CCC2)C[C@@H]1C	3.0	0.1
Cn1c(SCC(=O)c2ccc(F)cc2)nnc1-c1cccc([N+](=O)[O-])c1	-7.9	0.0
COC(=O)c1c(-c2ccccc2)csc1NC(=O)c1cc2cccc(OC)c2oc1=O	-4.9	-0.4
C[C@H]1CN([C@@H](C)CO)S(=O)(=O)c2ccc(C3=CCCC3)cc2O[C@H]1CN(C)C(=O)CN(C)C	-9.1	.
CCCNC(=O)Nc1ccc2c(c1)C(=O)N(C)C[C@H](OC)[C@H](C)CN(C)[C@@H](C)CO2	-2.6	0.2
CCOC(=O)Cn1c(=O)c2cnc3c(c(C)nn3C)c2n1C	-4.6	-1.4

Part of the list above in order of length of the SMILES, rising:
molecule	EZH2 inh	IDH1 R132H inh
COc1ccc(NC(=O)CSc2nnc(N)s2)c(OC)c1	-0.2	-0.5
CC(C)Nc1nc(Oc2ccc(=O)[nH]n2)nc(N(C)C)n1	0.9	0.0
COCC(=O)N[C@H]1C=C[C@H](CC(=O)N2CCCCC2)O[C@H]1CO	5.6	0.2
C[C@H]1CN([C@@H](C)CO)S(=O)(=O)c2ccc(C3=CCCC3)cc2O[C@H]1CN(C)C(=O)CN(C)C	-9.1	.
CC(=O)O[C@@H]1C[C@@]23C[C@@]24CC[C@H](O[C@@H]2OC[C@@H](O)[C@H](O)[C@H]2O)C(C)(C)[C@@H]4CC[C@H]3[C@]2(C)C[C@@H]3O[C@]4(C[C@@H](C)[C@@H]3[C@@]12C)O[C@H](O)[C@@]1(C)O[C@@H]41	20.6	0.0

Continuation:
Below each SMILES: EZH2 inh, IDH1 R132H inh
- C[C@H](CO)N1C[C@H](C)[C@@H](CN(C)C(=O)c2ccc(F)cc2)Oc2cc(-c3cccc(C#N)c3)ccc2S1(=O)=O
    -8.2, 3.9
- C/C=C/c1ccc2c(c1)O[C@@H](CN(C)C(=O)c1ccccc1F)[C@@H](C)CN([C@H](C)CO)S2(=O)=O
    9.4, 0.3
- COc1ccc(CNC(=O)C[C@@H]2C=C[C@H](NC(=O)CN(C)C)[C@@H](CO)O2)cc1
    11.0, 0.2
- Cc1ccc(S(=O)(=O)Nc2ccc3c(c2)C(=O)N([C@H](C)CO)C[C@H](C)[C@@H](CN(C)Cc2ccccc2)OCCCC[C@H](C)O3)cc1
    ., -1.1
- COc1ccccc1-c1ccc2c(c1)O[C@H](CN(C)CC1CCOCC1)[C@@H](C)CN([C@@H](C)CO)S2(=O)=O
    4.6, 1.9
- COc1ccc(S(=O)(=O)Nc2ccc3c(c2)C(=O)N([C@@H](C)CO)C[C@H](C)[C@H](CN(C)C(=O)Nc2c(C)noc2C)OCCCC[C@H](C)O3)cc1
    ., -2.8
- O=C(NCc1ccccc1)C1=C[C@@H](c2ccc(Br)cc2)C[C@@H](OCc2ccc(CO)cc2)O1
    36.1, .
- C[C@@H]1CN([C@@H](C)CO)C(=O)c2cc(NS(=O)(=O)c3cccs3)ccc2O[C@@H]1CN(C)CC1CCCCC1
    6.9, -0.2
- COc1cccc(CNC(=O)C[C@H]2CC[C@H](NC(=O)C3CCOCC3)[C@H](CO)O2)c1
    3.8, 0.1
- O=C(CSc1nnnn1-c1ccccc1F)Nc1ccc(Br)cc1
    ., 0.1
- CO[C@@H](CN(C)S(=O)(=O)c1ccc(C)cc1)[C@@H](C)CN(C(=O)Nc1ccccc1F)[C@@H](C)CO
    -8.8, -0.3
- C[C@@H]1CN([C@@H](C)CO)S(=O)(=O)c2ccc(C#C[C@@H](C)O)cc2O[C@@H]1CN(C)C(=O)C1CCC1
    3.1, -2.8
- C[C@@H]1CN([C@@H](C)CO)C(=O)c2cccc(NC(=O)c3ccncc3)c2O[C@H]1CN(C)C
    0.4, 0.8
- C[C@@H]1CN([C@@H](C)CO)C(=O)c2cc(C#CCc3ccccc3)cnc2O[C@@H]1CN(C)C(=O)C1CCCCC1
    -5.3, -4.7
- CC(C)CC#Cc1ccc2c(c1)O[C@@H](CN(C)C(=O)C1CCOCC1)[C@H](C)CN([C@H](C)CO)S2(=O)=O
    ., -0.5
- C[C@H](CO)N1C[C@H](C)[C@H](CN(C)S(=O)(=O)c2ccc(C#N)cc2)Oc2ncc(Br)cc2C1=O
    29.0, .
- Cc1noc(C)c1NC(=O)Nc1cccc2c1O[C@H](CN(C)Cc1ccc(C(=O)O)cc1)[C@H](C)CN([C@@H](C)CO)C2=O
    ., 1.9
- C[C@@H]1CN([C@@H](C)CO)C(=O)c2cc(NC(=O)Nc3ccc4c(c3)OCO4)ccc2O[C@@H](C)CCCCO[C@@H]1CN(C)S(=O)(=O)c1cn(C)cn1
    ., 0.0
- C[C@H]1CN([C@@H](C)CO)C(=O)c2cc(C#Cc3ccncc3)cnc2O[C@@H]1CN(C)CC1CCOCC1
    ., 2.1
- C[C@H]1CN([C@@H](C)CO)C(=O)Cc2cc(NC(=O)Nc3ccccc3)ccc2O[C@H]1CN(C)C(=O)Nc1cccc2ccccc12
    ., -0.1
- C[C@H]1CN([C@@H](C)CO)C(=O)c2cc(-c3ccc(F)cc3)cnc2O[C@H]1CN(C)C(=O)c1ccccc1F
    13.9, 0.1
